Compound activity from PubChem.
mIAP act = activators of mouse IAP, primary screen, biochemical, luminescence, uHTS | intestinal alkaline phosphatase [Mus musculus] | muIAP, CDP-Star luminescence, 30 min; active compounds read high; 1 = vehicle-only enzyme signal, 0 = enzyme-free wells | activation factor at 10 µM | hit rate 0.24% among 330,000 | AID 2805, 2010;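 active means activation factor of at least 2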; further: the source names both 10 and 20 µM as test concentration; values of inactives mirror those of a sister screen read the other way
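Assay system: mouse IAP enzyme; Reagent: CDP-Star chemiluminescent phosphatase substrate; Compound: DMSO-dissolved test compounds; Incubation: 30 min, room temperature; Technique: luminescence from enzymatic CDP-Star hydrolysis; Controls: DMSO-only wells and no-enzyme negative control.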
APOBEC3A inh = APOBEC3A ssDNA deaminase inhibitors, primary screen, selectivity assay for APOBEC3G inhibitor project, biochemical, FAM/TAMRA oligo cleavage fluorescence | DNA dC->dU-editing enzyme APOBEC-3A (Homo sapiens), P31941 | recombinant A3A, FAM/TAMRA ssDNA deamination fluorescence | inhibition, % at 20 µM | hit rate 0.41% among 330,000 | AID 493011, 2011;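 active means at least 40% inhibition at 20 µM here, with at most 30% in a related deaminase screen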;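 further: plate controls were A3A with DMSO for no effect and wells lacking A3A enzyme for full effect; some results filed as inactive read as strong as hits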
hIAP block = human IAP inhibitors, primary screen, biochemical, luminescence, uHTS. purified IAP, CDP-Star luminescence, 30 min. inhibition, % at 10 µM. Intestinal-type alkaline phosphatase (Homo sapiens), P09923. AID 2544, 2010. hit rate 0.12% among 330,000;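 active means inhibition reaching a set limit with compound at 10 µM in the primary screen, cut at about 35% in these data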;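 further: plate controls were DMSO wells with enzyme for no effect and no-enzyme buffer wells for full effect; values of inactives mirror those of a sister screen read the other way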
Target sequence (P09923 whole entry, looked up): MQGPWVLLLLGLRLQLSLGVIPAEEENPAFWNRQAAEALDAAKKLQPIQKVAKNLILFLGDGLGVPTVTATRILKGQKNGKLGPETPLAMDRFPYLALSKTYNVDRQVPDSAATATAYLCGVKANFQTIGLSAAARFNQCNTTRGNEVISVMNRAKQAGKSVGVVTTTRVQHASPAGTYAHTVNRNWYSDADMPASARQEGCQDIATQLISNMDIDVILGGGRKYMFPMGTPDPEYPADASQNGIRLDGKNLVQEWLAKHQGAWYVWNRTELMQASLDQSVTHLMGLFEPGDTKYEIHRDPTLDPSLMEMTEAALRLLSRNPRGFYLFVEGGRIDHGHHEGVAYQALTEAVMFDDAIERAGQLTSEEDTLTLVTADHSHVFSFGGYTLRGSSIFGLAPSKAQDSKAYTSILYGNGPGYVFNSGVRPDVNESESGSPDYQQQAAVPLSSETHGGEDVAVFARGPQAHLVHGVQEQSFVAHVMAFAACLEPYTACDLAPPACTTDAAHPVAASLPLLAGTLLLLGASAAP
hIAP act = human IAP activators, primary screen, biochemical, luminescence, uHTS | Intestinal-type alkaline phosphatase (Homo sapiens), P09923 | purified human IAP, CDP-Star luminescence, 30 min; active compounds read high; 1 = vehicle-only enzyme, 0 = enzyme-free background | activation factor at 10 µM | hit rate 0.16% among 330,000 | AID 2524, 2010;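 active means activation factor of the enzyme at least 2-fold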; further: the source names both 10 and 20 µM as test concentration; values of inactives mirror those of a sister screen read the other way
MIN6 prolif = inducers of MIN6 beta-cell proliferation, primary screen, ATP luminescence, uHTS | proliferation, % at 10 µM | MIN6 cells proliferation, ATPlite luminescence, 48 h; cells starved in 0.2% serum; 100% = growth in 10% serum | hit rate 0.29% among 330,000;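 active means compounds whose signal lies at least 3.5 SD above the mean of all wells on their plate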;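 further: 0% = DMSO-treated cells in low-serum medium and 100% = 10% serum control; some compounds called inactive have numbers as strong as hits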
mIAP inh = inhibitors of mouse IAP, primary screen, biochemical, luminescence, uHTS. purified mouse IAP, CDP-Star luminescence, 30 min. inhibition, % at 10 µM. hit rate 0.2% among 330,000. AID 2806, 2010;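 active means inhibition of at least 40% at 10 µM in the primary screen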;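 further: plate controls were DMSO with enzyme for no effect and no enzyme wells for full effect; values of inactives mirror those of a sister screen read the other way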
A3G deaminase = APOBEC3G DNA deaminase inhibitors, primary screen, biochemical, fluorescence, single-stranded DNA substrate, uHTS | DNA dC->dU-editing enzyme APOBEC-3G (Homo sapiens), Q9HC16 | recombinant A3G, ssDNA deamination FAM/TAMRA fluorescence | inhibition, % at 20 µM | hit rate 0.28% among 330,000 | AID 493012, 2011;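 active means inhibition of at least 40% at 20 µM, with no more than 30% in the related APOBEC3A deaminase screen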;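 further: plate controls were DMSO wells with A3G for no effect and wells lacking A3G enzyme for full effect; some compounds called inactive have numbers as strong as hits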
Target sequence (Q9HC16 whole entry, looked up): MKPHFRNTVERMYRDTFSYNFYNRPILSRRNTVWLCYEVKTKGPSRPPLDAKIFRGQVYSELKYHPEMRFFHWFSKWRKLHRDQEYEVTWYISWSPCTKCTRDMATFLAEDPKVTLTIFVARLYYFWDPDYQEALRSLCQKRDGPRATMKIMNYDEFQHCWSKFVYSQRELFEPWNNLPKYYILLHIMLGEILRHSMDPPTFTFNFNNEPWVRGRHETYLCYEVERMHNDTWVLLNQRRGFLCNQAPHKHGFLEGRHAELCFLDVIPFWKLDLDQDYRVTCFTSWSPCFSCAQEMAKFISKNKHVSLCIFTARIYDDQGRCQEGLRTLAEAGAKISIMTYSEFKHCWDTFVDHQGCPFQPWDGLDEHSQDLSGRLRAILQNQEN
MPTP inh = mitochondrial permeability transition pore inhibitors, primary screen, biochemical, isolated mouse mitochondria, absorbance; hit rate 1.4% among 360,000; Ca2+ swelling absorbance, 30 min; AID 602449, 2012; inhibition, % at 10 µM;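 active means inhibition of 50% or more, scaled per plate between neutral and stimulator controls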;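 further: 0% = DMSO wells given calcium and 100% = 1 mM EGTA wells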
NR3A LBD binder = binders of NR3A ligand-binding domain, primary screen, biophysical, differential scanning fluorimetry, uHTS. hit rate 2.5% among 340,000. Tm shift relative to glycine control, % at 25 µM. AID 1259313, 2017. Glutamate receptor ionotropic, NMDA 3A (GRIN3A) ligand-binding domain. NR3A LBD differential scanning fluorimetry, Tm shift; 0% = protein alone, 100% = glycine-bound protein;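 active means melting temperature shift of at least 10% of the positive control shift, at one fixed dose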
* hit, by the source's call; · = no result given.

SMILES	mIAP act	APOBEC3A inh	hIAP block	hIAP act	MIN6 prolif	mIAP inh	A3G deaminase	MPTP inh	NR3A LBD binder
CN(C(=O)C1CCCO1)c1nnc(-c2ccccn2)s1 (stereo unspecified)	0.954	-1.3	-0.9	1.01	2.9	4.6	-1.8	-1.0	3.8
Cc1ccccc1NC(=O)COC(=O)c1cc(=O)c2ccccc2o1	0.928	-4.8	-6.8	1.07	0.3	7.2	-6.4	·	·
Cc1ccc(CN2C(=O)S/C(=C\c3ccccc3OCC(=O)O)C2=O)cc1	0.905	-1.4	3.3	0.967	-2.8	9.5	-8.7	-4.7	0.3
CCC(NC(=O)c1cc(COc2ccc(Cl)cc2OC)on1)c1ccncc1 (stereo unspecified)	0.96	-5.3	13.3	0.867	1.1	4.0	-6.5	0.7	0.8
O=c1[nH]cc(N=Cc2cc([N+](=O)[O-])ccc2O)c(=O)[nH]1	0.952	-4.2	4.4	0.956	-3.0	4.8	-2.4	·	·
CCCCSc1cc(C)nc(N)n1	1.07	-5.5	-12.5	1.12	-1.7	-6.6	-7.8	0.4	0.7
COc1ccc(NC(=O)NNc2cc(N3CCOCC3)nc(N3CCOCC3)n2)cc1	1.1	-3.3	-11.9	1.12	-0.7	-10.2	-14.4	1.8	-1.1
COc1ccc(CN2CC(C(=O)NCCCN3CCN(C)CC3)CC2=O)cc1 (stereo unspecified)	1.01	-15.4	-20.2	1.2	-0.1	-0.9	-5.6	0.7	-0.7
CCCn1c(=N)n(CC(=O)c2cccs2)c2ccccc21	1.04	0.1	12.1	0.879	0.3	-3.9	3.4	0.6	-2.9
O=c1oc2ccccc2c2c1C(O)CO2 (stereo unspecified)	0.908	-2.8	3.2	0.968	2.9	9.2	-7.7	-0.4	-1.0
COc1ccc(-c2nc3ccccc3c(=O)n2NC(=O)Cc2ccccc2)cc1	0.997	-0.6	-2.0	1.02	0.0	0.3	-7.2	-0.8	-0.6
CCOC(=O)c1cc2c(=O)n3ccccc3nc2n(CCCOC)c1=NC(=O)C(C)(C)C	0.947	1.7	3.4	0.967	3.1	5.3	-1.7	-1.2	-0.4
CC(C)CN(Cc1cc(=O)oc2cc(-c3ccccc3)c(O)cc12)CC(C)C	1.02	5.9	-0.9	1.01	-6.2	-1.8	5.0	92.6*	-1.2
CN1CCN(C(=O)CCN2C(=O)c3ccccc3S2(=O)=O)CC1	0.932	-1.2	5.8	0.942	-0.7	6.8	-9.3	-0.1	0.8
CCOCCn1cnc2sc(C(=O)NCCCN3CCOCC3)c(C)c2c1=O	1.02	1.5	18.2	0.818	-5.2	-1.8	1.7	-2.5	-1.6
CCOc1ccc(/C=N/n2nnnc2N)cc1O	0.922	0.9	2.4	0.976	1.9	7.8	8.2	-1.3	1.1
CCOC(=O)C1=C(O)/C(=C/c2cccc(OC)c2O)N=C1C	0.963	0.2	12.2	0.878	1.8	3.7	-0.3	0.4	1.0
O=C(Nc1ccc(C2CCCCC2)cc1)C1CCCN(c2ncccn2)C1 (stereo unspecified)	1.04	0.1	-12.3	1.12	-0.1	-4.5	-1.0	0.4	1.0
CCOc1ccc(C(=O)NCCCN2CCOCC2)cc1OCC	0.999	-1.1	5.4	0.946	-2.6	0.1	-6.9	-1.6	3.0
CCCCc1ccc(NC(=O)N2CCN(c3cc(C)nc4ccccc34)CC2)c(C)c1	1.2	0.9	-7.0	1.07	-5.9	-20.0	-3.7	2.2	-1.8
O=C(Nc1ccc2oc(-c3ccccc3Cl)nc2c1)c1ncn[nH]1	0.97	31.2	8.4	0.916	-2.7	3.0	9.7	-1.5	-4.9
COc1ccc([C@H]2CC(=O)C=C(c3cc(C(F)(F)F)cc(C(F)(F)F)c3)C2)cc1	0.895	1.6	2.1	0.979	-6.2	10.5	-3.0	6.5	-0.8
COc1ccc(-c2nnn(Cc3ccccc3)n2)cc1	1.04	-3.5	-35.7	1.36	-1.9	-3.8	-0.7	0.2	0.5
CC(=O)Nc1ccc(NC(=O)CSc2nc3ccccc3o2)cc1	1.16	1.1	-11.0	1.11	0.0	-15.9	-3.8	0.3	-9.3
O=C(c1ccccc1)c1cccn1CC(=O)N1CCN(c2ccc(F)cc2)CC1	0.926	-2.1	3.3	0.967	-2.4	7.4	-5.8	16.5	5.0
CCOC(=O)CSc1nc(C)c(C(C)=O)cc1C(N)=O	0.953	-2.5	5.0	0.95	4.0	4.7	-8.3	-0.6	0.0
O=C(NNC(=O)c1ccccc1O)c1ccc(S(=O)(=O)Nc2ccccc2F)cc1	0.796	-2.9	-81.7	1.82	-3.5	20.4	-7.6	-0.4	-11.0
Cc1cc(NC(=O)Nc2ccc(F)cc2)no1	1.03	-5.2	6.3	0.937	-4.1	-2.6	-0.6	-1.0	-0.6
Cc1cc(NC(=O)Cn2nnc3sc4c(c3c2=O)CCCC4)no1	0.911	-1.5	-15.8	1.16	-5.1	8.9	-5.9	-1.0	-0.5
Cc1nc(-c2ccc(S(=O)(=O)NCC3CCN(C(=O)OC(C)(C)C)CC3)s2)cs1	0.942	-4.7	17.1	0.829	0.3	5.8	-8.3	44.1	-3.1
Cc1cc(C)c(-c2csc(NC(=O)/C=C/c3cccs3)n2)c(C)c1	1	-2.6	7.0	0.93	-6.5	-0.2	-6.8	11.7	0.3
COc1cc(NC(=O)c2ccc(C)cc2)c(OC)cc1NC(=O)CN1CCOCC1	0.99	-1.7	5.0	0.95	1.2	1.0	-1.7	-0.6	-1.2
O=C(Cc1c(O)c2ccccc2oc1=O)c1ccc(F)cc1	1.04	-1.8	7.8	0.922	-0.8	-4.4	-5.2	-0.2	0.5
CCOC(=O)N1CCN(C(=O)Cn2cc3c(n2)CCCC3)CC1	0.96	0.7	-7.6	1.08	-0.7	4.0	-3.6	9.2	-0.2
COC(=O)c1cc(C)sc1NC(=O)CCCC(=O)O	0.975	-3.9	-4.0	1.04	3.3	2.5	-2.5	-0.8	1.5
CCOc1ccc(CNCCc2ccc(S(N)(=O)=O)cc2)cc1	1.11	-3.5	-3.8	1.04	-2.4	-10.8	-5.2	-3.1	-1.1
CCC(OC(=O)CCc1nc2ccccc2[nH]c1=O)C(=O)c1ccccc1 (stereo unspecified)	0.798	-2.1	15.4	0.846	3.7	20.2	-7.8	1.9	0.9
C/C=C\C=C/C(=O)Nc1cccc(C2=NOC3(C2)C[C@H](C(N)=O)N(C(=O)CC)C3)c1 (stereo partly specified)	1.06	0.3	-0.4	1	-0.2	-6.4	-1.1	-1.2	-4.8
CN(C)C1=NC[C@H](Cc2ccccc2)N1CC1CCCCC1	1.01	-0.4	-6.3	1.06	-3.0	-1.3	-0.2	0.3	-1.8
COc1ccc(CCNC(=O)CSc2nnc(NC(C)=O)s2)cc1OC	0.995	36.3	-5.0	1.05	-1.6	0.5	-3.4	-1.2	-3.1
COC(=O)c1cc(S(=O)(=O)N2CCC(c3ccccc3)C2)c[nH]1 (stereo unspecified)	1	0.1	-12.4	1.12	-1.4	0.0	-1.0	-0.1	0.7
CCC(C)c1ccc(S(=O)(=O)N2CCN(S(=O)(=O)c3ccc(NC(C)=O)cc3)CC2)cc1 (stereo unspecified)	1.09	-0.1	-7.4	1.07	-1.2	-8.9	-11.3	-2.0	-0.5
CCc1ccc(C(=O)COC(=O)c2cccnc2Cl)cc1	0.946	3.0	10.9	0.891	-2.5	5.4	-1.7	-1.4	-0.6
CC(C)(C)n1nnnc1C(c1cccnc1)N1CCN(c2ccccn2)CC1 (stereo unspecified)	1.16	-8.2	-12.8	1.13	-2.9	-16.1	-11.3	1.5	-6.3
COCCCN1C(=O)c2ccc(C(=O)O)cc2C1=O	0.995	1.8	2.0	0.98	0.8	0.5	-4.0	-0.3	1.4
CC(C)Nc1oc(Cc2cccc3ccccc23)nc1C#N	1.07	0.9	13.3	0.867	-2.9	-6.9	-3.3	1.9	-1.1
O=C(c1ccc(COc2ccccc2Cl)o1)N1CCCC1	0.976	0.5	-2.0	1.02	-0.4	2.4	-2.2	-0.7	-1.6
O=C(Cc1ccccc1[N+](=O)[O-])N1CCN(c2ccc(F)cc2)CC1	0.935	-3.5	2.6	0.974	1.0	6.5	-6.8	-2.2	0.8
COC(C(=O)NC(C(C)C)C(C)C)c1ccccc1 (stereo unspecified)	0.98	-4.5	-15.2	1.15	0.0	2.0	-6.2	0.4	-0.6
CCCCN1CN(Cc2ccco2)CNC1=S	1.03	-0.2	-9.3	1.09	1.3	-2.7	0.5	-2.7	-0.1
COc1ccc(NC(=O)c2cnc(C)cn2)cc1-n1cnnn1	1.04	0.3	-14.4	1.14	0.0	-3.9	1.7	-4.2	-0.4
CC(C(=O)Nc1c2c(cc3c1CCC3)CCC2)N1CCCC1 (stereo unspecified)	1.02	2.1	-11.3	1.11	0.4	-2.5	-0.6	0.1	-1.9
